# From PubChem
# GPR55 LPI antagonism: GPR55 antagonists blocking LPI-driven arrestin recruitment, primary screen, imaging, U2OS, beta-arrestin-GFP, LPI agonist (AID 2013) | U2OS GPR55 beta-arrestin-GFP translocation imaging, LPI antagonism; higher % means a stronger effect | one-dose inhibition, % at 10 µM; IC50 in µM for titrated hits | hit rate 0.13% among 290,000;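 active = spots per cell inhibited over 60%, with over 100 cells counted and total cytoplasm intensity under 500,000; inconclusive = wells with under 100 cells, flagged as likely toxic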;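 also: U2OS cells stably carrying GPR55 and arrestin-GFP stimulated by 5 µM LPI near EC80; imaged beta-arrestin-GFP aggregate spots per cell after agonist stimulation; plate controls were LPI-stimulated DMSO wells for no effect and DMSO wells without LPI for full effect; some results filed as inactive read as strong as hits; confirmed hits need IC50 under 10 µM and bright autofluorescent wells are also inconclusive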
# West Nile antiviral: West Nile virus antiviral activity, cell-based, CPE readout (AID 1621) | West Nile virus-infected cells, CPE inhibition; higher % means a stronger effect | CPE inhibition, % at 10 µM; hits with a dose series show IC50 in µM | hit rate 0.02% among 290,000; in the data active = a potency from the dose series; inconclusive = CPE inhibition mostly from about 3.7% at the one dose, without a potency; inactive = the rest, 99 in 100 with CPE inhibition below about 2.2%; also: strong numbers were not always called active
# NOD1 NF-kB reporter: inhibition of NOD1-driven NF-kB reporter – cell-based, luminescence, uHTS, primary screen (AID 1578); inhibition, % at 4 µM; hits with a dose series show EC50 in µM; hit rate 1% among 290,000; NOD1-driven NF-kB luciferase reporter cells, luminescence; higher % means a stronger effect; in the data active = inhibition mostly above about 36%, no sharp cut-off; inactive = mostly below about 34%;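 also: HEK-293T reporter cells stimulated with the NOD1 agonist gamma-tri-DAP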
# HIV fusion peptide: inhibitors of HIV fusion peptide binding, primary screen, biochemical, uHTS, fluorescence dequenching (AID 1986) | cell-free peptide binding, fluorescence dequenching, 30 min; higher % means a stronger effect | one-dose inhibition, % at 20 µM; IC50 in µM for titrated hits | hit rate 0.3% among 290,000; in the data active = inhibition mostly above about 52%, no sharp cut-off; inactive = mostly below about 76%; also: some results filed as inactive read as strong as hits
# KOR beta-arrestin-1: KOR agonists, beta-arrestin recruitment, primary screen, cell-based, luminescence, uHTS (AID 1777); KOR beta-arrestin recruitment, luminescence; higher % means a stronger effect; one-dose activation, % at 10 µM; EC50 in µM for titrated hits; hit rate 0.02% among 280,000; in the data active = activation above about 50%, passing the limit was not always enough; also: a part of the inactive calls stands beside numbers as strong as those of hits
# GPR35 arrestin U2OS: GPR35 antagonists blocking zaprinast-driven arrestin recruitment, primary screen, imaging, U2OS, beta-arrestin-GFP, zaprinast agonist (AID 2058) | U2OS GPR35 beta-arrestin-GFP translocation imaging, zaprinast antagonism; higher % means a stronger effect | inhibition, % at 10 µM; hits with a dose series show IC50 in µM | hit rate 0.052% among 290,000;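 active = inhibition of at least 50% with at least 30 cells and total cytoplasm GFP at most 10,000,000; inconclusive = under 30 cells or total GFP of 10,000,000 plus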
# GPR55 beta-arrestin: GPR55 agonists via beta-arrestin recruitment, primary screen, imaging, U2OS cells, beta-arrestin-GFP redistribution (AID 1961) | U2OS GPR55 beta-arrestin-GFP redistribution imaging; higher % means a stronger effect | one-dose activation, % at 10 µM; EC50 in µM for titrated hits | hit rate 0.048% among 290,000;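 active = activation above 40% with more than 50 cells counted in the well; inconclusive = wells holding fewer than 50 cells, flagged as toxic or sparse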;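 also: U2OS osteosarcoma cells stably expressing GPR55 and beta-arrestin-GFP; plate controls were DMSO negative control for no effect and LPI positive control for full effect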
# KOR beta-arrestin-2: KOR antagonists, beta-arrestin recruitment, cell-based, luminescence, uHTS (AID 1778); KOR beta-arrestin recruitment, luminescence, antagonist mode; higher % means a stronger effect; one-dose inhibition, % at 10 µM; IC50 in µM for titrated hits; hit rate 0.091% among 290,000; in the data active = inhibition above about 50%; also: strong numbers were not always called active
# NS5 inhibitors: flavivirus cap methylation enzyme inhibition – biochemical, confirmation dose response, primary screen (AID 588689) | Dengue-2 NS5 methyltransferase capping enzyme assay, biochemical; higher % means a stronger effect | inhibition, % at 25 µM, or IC50 in µM where a hit was titrated | hit rate 0.3% among 340,000; in the data active = a potency from the dose series; inconclusive = inhibition above about 29% without an active follow-up result
# Starred values were filed as active, the others as inactive; ? = inconclusive; · = no result given; [ ] = another dose, or the depositor's remark. These rows are one share of the data; count on the stated rates, not on these rows.
SMILES,GPR55 LPI antagonism,West Nile antiviral,NOD1 NF-kB reporter,HIV fusion peptide,KOR beta-arrestin-1,GPR35 arrestin U2OS,GPR55 beta-arrestin,KOR beta-arrestin-2,NS5 inhibitors
CCOc1ccc(CCNC(=O)CS(=O)Cc2nc(-c3ccccc3Cl)oc2C)cc1OCC (stereo unspecified),3%,-0.1%,2%,0.3%,1.5%,15%,0.1%,-6%,-4%
O=S(=O)(NCc1ccccc1)c1ccc(S(=O)(=O)NCC2CCCO2)cc1 (stereo unspecified),2%,-0.3%,-26%,-0.9%,-7.1%,13%,0.1%,-6%[20 µM],6%
Cc1ccc(S(=O)(=O)NC(Cc2ccccc2)C(=O)O)cc1C (stereo unspecified),7%,0.1%,2%,-0.7%,1.9%,-10%,0.0%,12%,-4%
O=C(NCCc1nc2ccccc2[nH]1)c1ccco1,-3%,0.2%,-2%,-3.1%,0.9%,14%,0.1%,23%,-2%
CC(=O)O/N=C(/c1nonc1N)N(C)C,5%,0.6%,-22%,-0.4%,0.0%,-8%,0.1%,-38%[20 µM],-1%
CC(=O)c1ccc(N2CCN(CC(=O)Nc3ccccc3N3CCOCC3)CC2)cc1,0%,-0.4%,-8%,1.2%,4.0%,0%,-0.3%,-22%,-6%
COc1ccccc1NC(=O)CSc1nnc(C2CCCCC2)n1C,4%,0.2%,-15%,-0.6%,2.9%,1%,-0.2%,8%,2%
O=C(Nc1cccc(O)c1)c1c(O)c2ccccc2[nH]c1=O,-4%,-0.3%,-57%,-0.1%,-0.9%,5%,-0.2%,-32%[20 µM],-2%
CCOC(=O)c1cnn(-c2ccccc2)c1-c1ccncc1,0%,0.5%,-6%,-0.1%,3.7%,-12%,0.0%,5%,-1%
Cc1cccc(C)c1NC(=O)CSC(=O)c1sc2ccccc2c1Cl,8%,-0.4%,0%,-1.1%,1.1%,2%,-0.2%,-8%,9%
Cc1ccc2c(CC(=O)NC3CCCc4ccccc43)coc2c1 (stereo unspecified),-2%,-1.0%,-11%,0.8%,-0.3%,-12%,-0.3%,-18%,-7%
COC(=O)c1cc2ccsc2n1Cc1nc(-c2cccc(Cl)c2)oc1C,12%,0.0%,10%,-1.1%,-4.2%,-2%,-0.2%,15%,-4%
CC1CC1C(=O)OCC(=O)NCc1ccc(Cl)cc1 (stereo unspecified),10%,0.1%,0%,0.8%,0.7%,9%,0.0%,-40%,3%
CCCCCCCn1c(=N)n(CC(O)c2ccco2)c2ccccc21 (stereo unspecified),1%,-2.1%,-13%,-0.5%,-3.2%,-14%,1.0%,-47%[20 µM],-37%
CCN(CC)CCn1c(NS(=O)(=O)c2ccc(Cl)cc2)nc2ccccc21,17%,-0.3%,-6%,-1.4%,·,15%,-0.1%,·,-2%
Cc1cc(Nc2ccc(C(=O)O)cc2)nc(N)n1,6%,-0.4%,-21%,-2.0%,·,-12%,0.3%,-9%[20 µM],1%
O=C(Nc1ccc(S(=O)(=O)Nc2ccc(Cl)cc2)cc1)C1CCCO1 (stereo unspecified),-1%,-1.1%,22%,0.6%,-3.8%,-8%,-0.1%,13%,-3%
CCOC(=O)C1=NNC2(c3ccccc3)C(=O)N(c3cccc(Br)c3)C(=O)C12 (stereo unspecified),-11%,-0.2%,-27%,-0.2%,2.9%,2%,0.1%,-12%,4%
Cn1c(C(=O)N2CCCC(C(=O)NCCc3ccccc3)C2)cc2sccc21 (stereo unspecified),-8%,-0.2%,27%,-1.1%,3.8%,-7%,-0.1%,-4%,-4%
O=C(Cn1cc2c(n1)CCCCC2)Nc1c(F)cc(F)cc1Br,14%,0.1%,-7%,2.3%,0.9%,3%,0.7%,14%,-9%
O=C(CSC1=NCCS1)Nc1nc2ccccc2s1,-1%,?,-40%,1.5%,-2.1%,-2%,-0.3%,5%,-6%
COc1cc2[nH]c(=S)n(Cc3ccc(C)o3)c(=O)c2cc1OC,23%,-0.8%,-12%,1.1%,3.7%,-2%,0.0%,-40%,-1%
COc1cc(NC(=O)CSc2nc(C)c(C)c(C)n2)cc(OC)c1,11%,-1.1%,-35%,-1.3%,-4.2%,8%,-0.2%,10%,4%
CC(C)CCN1C(=O)c2ccc(C(=O)Nc3ccc(Br)cc3C(=O)O)cc2C1=O,32%,-0.7%,16%,·,7.0%,-2%,-0.3%,-16%,21%
Cc1cnc(C(=O)NCCc2ccc(Cl)cc2)cn1,2%,-0.7%,-55%,-0.5%,0.5%,-8%,0.5%,5%,2%
CC(C)(C)OC(=O)CN1C(=O)NC2(CCCc3ccccc32)C1=O (stereo unspecified),-5%,0.0%,-2%,1.6%,-5.3%,-8%,-0.2%,26%,2%
O=C(O)c1ccc(Nc2nc3ccccc3nc2NS(=O)(=O)c2ccc(F)cc2)cc1,0%,0.8%,-16%,53%,9.3%,3%,-0.1%,-29%,25µM*
Cc1ccc(C)c(NS(=O)(=O)c2cc(C(=O)N3CCc4ccccc4C3)ccc2Cl)c1,8%,0.4%,·,-2.9%,-4.6%,-4%,-0.2%,-10%,-1%
C=CCn1c2ccccc2c2nnc(SCc3ccc4nonc4c3)nc21,4%,0.8%,-3%,-2.7%,-4.0%,11%,0.3%,-7%,-1%
NS(=O)(=O)c1ccc(NC(=O)CN2CCCN(S(=O)(=O)c3ccc(F)cc3)CC2)cc1,-4%,0.5%,-26%,-0.2%,8.3%,-18%,-0.1%,-9%,·
Cc1ccc(OCCn2cc(C#N)c3ccccc32)cc1,9%,0.8%,-27%,1.5%,-4.9%,-8%,0.0%,9%,2%
O=C(c1ccccc1)c1ccc(OCC(O)CNC2CCCc3ccccc32)cc1 (stereo unspecified),19%,0.2%,-31%,2.0%,-2.4%,-4%,-0.1%,-7%,-7%
Cc1ccc(S(=O)(=O)N2CCC3(CC2)OCCO3)s1,26%,0.3%,-26%,-1.9%,-0.7%,-4%,-0.1%,0%,1%
CCOC(=O)CNC(=O)c1cn(CC)c(=O)c2cc(OC)c(OC)cc12,-13%,0.3%,-32%,0.0%,-1.0%,-6%,0.2%,-8%,-2%
COc1ccc(C(=O)Nc2cc3c(oc2=O)CCCC3=O)cc1,-4%,0.1%,9%,5.8%,1.8%,10%,-0.3%,27%,·
COCC(O)CSc1nc(C)[nH]c1[N+](=O)[O-] (stereo unspecified),7%,0.6%,-7%,1.6%,-7.5%,9%,-0.1%,-7%,-4%
Clc1cnc(Nc2cccnc2)c(Cl)c1,19%,-0.1%,-23%,0.5%,-3.3%,-1%,-0.2%,-22%,-3%
CCOC(=O)CCc1c(C)n(CC)c2cc(-c3ccccc3OC)nn2c1=O,-2%,0.1%,1%,0.9%,-4.4%,9%,-0.1%,-9%,-2%
Cc1ccccc1C(=O)NN1CC(C(=O)OCc2ccc(Cl)c(Cl)c2)CC1=O (stereo unspecified),7%,0.4%,-15%,0.7%,6.3%,-5%,-0.1%,-14%,-5%
CCOC(=O)c1ccc(N2C(=O)Cc3ccccc3C2=O)cc1,-9%,-0.8%,-24%,7.4%,-1.5%,-6%,-0.1%,-10%,-5%
O=C(c1cc([N+](=O)[O-])ccc1N1CCCCC1)N1CCc2ccccc21,-25%,-2.0%,-23%,-2.5%,-1.4%,2%,-0.1%,21%,6%
Nc1ccc(N2CCN(C(=O)c3ccco3)CC2)cc1,-1%,0.9%,-11%,-9.4%,-2.2%,-4%,-0.2%,10%,0%
CC1=C(C(=O)O)N2C(=O)C(NC(=O)c3ccn(C)n3)C2SC1 (stereo unspecified),-5%,-0.1%,15%,6.7%,-5.0%,20%,0.0%,-9%,-8%
Cc1ccc(S(=O)(=O)CC(=O)N2CCCC2)cc1,-1%,-0.1%,-13%,0.5%,-1.8%,-12%,-0.1%,3%,-1%
Cc1cccc(C)c1NC(=O)c1c[nH]c2ccccc12,13%,-1.0%,0%,1.1%,-0.8%,-4%,0.0%,2%,2%
CNS(=O)(=O)c1cccc(C(=O)OCC(=O)c2cc(C)n(-c3ccc4c(c3)OCO4)c2C)c1,7%,0.2%,-9%,-2.9%,·,3%,0.3%,-4%,-1%
O=C(c1ccco1)N1CCN(c2nc(C(F)(F)F)nc3c2nnn3Cc2ccccc2)CC1,6%,2.1%,34%,1.4%,0.5%,15%,0.2%,-14%,-3%
O=C(NCc1ccco1)c1cc(S(=O)(=O)N2CCCC2)ccc1Cl,10%,-0.6%,-18%,2.4%,1.6%,-4%,0.2%,3%,0%
CSc1ccccc1C(=O)NCC(c1ccco1)N1CCCCC1 (stereo unspecified),18%,0.1%,-26%,-0.7%,-7.9%,7%,0.3%,7%,-5%
O=C(O)c1ccc(N/N=C/C2=Cc3ccccc3OC2)cc1,6%,0.7%,0%,19%,0.4%,-16%,-0.2%,-8%,17%

# The final 2 entries of the section before are carried over, then new ones follow.
SMILES,GPR55 LPI antagonism,West Nile antiviral,NOD1 NF-kB reporter,HIV fusion peptide,KOR beta-arrestin-1,GPR35 arrestin U2OS,GPR55 beta-arrestin,KOR beta-arrestin-2,NS5 inhibitors
CSc1ccccc1C(=O)NCC(c1ccco1)N1CCCCC1 (stereo unspecified),18%,0.1%,-26%,-0.7%,-7.9%,7%,0.3%,7%,-5%
O=C(O)c1ccc(N/N=C/C2=Cc3ccccc3OC2)cc1,6%,0.7%,0%,19%,0.4%,-16%,-0.2%,-8%,17%
CC(C)CC(=O)O/N=C1\C(=O)N(Cc2ccc(Cl)cc2)c2ccc([N+](=O)[O-])cc21,4%,1.9%,44%,0.6%,4.8%,-30%,1.6%,-44%,·
CN1C(=O)/C(=N/OC(=O)c2ccccc2Br)c2ccccc21,11%,0.8%,-29%,-1.3%,-4.9%,6%,0.1%,7%,-36%
CCP(=O)(CC)C(C)(C)CP(=O)(c1ccccc1)c1ccccc1,-12%,-0.1%,-22%,0.3%,-4.2%,3%,-0.3%,23%,-8%
COc1ccc(C(C[N+](=O)[O-])n2nc(C)cc2C)cc1 (stereo unspecified),-10%,-0.8%,-9%,2.0%,16%,7%,0.3%,-110%,-24%
O=C(CSc1ccc(-c2cccc([N+](=O)[O-])c2)nn1)N1CCCCC1,-4%,-0.6%,-42%,-1.2%,-4.8%,5%,-0.5%,6%,0%
COc1ccc(OC)c(-c2nc(CN3CCCCC3c3cccnc3)c(C)o2)c1 (stereo unspecified),13%,-1.1%,-30%,-1.1%,·,11%,-0.1%,2%[20 µM],-6%
COCc1ccc(C(=O)Nc2ccccc2C(=O)NCc2cccnc2)cc1,2%,-0.2%,-17%,0.3%,-0.4%,5%,-0.1%,-75%,-5%
